Assay outcomes (PubChem BioAssay)
EWS-Fli block = inhibitors of EWS/Fli oncoprotein transcriptional activity. A673 NR0B1-luciferase reporter, viability-normalised. inhibition, % at 12.6 µM. actives 0.67% (n = 350,000);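 active = mean inhibition of at least 50% after viability correction, with every replicate also passing that limit; inconclusive = mean reaches 50% but only one of two replicates passes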;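 note: firefly luciferase signal divided by Alamar Blue viability fluorescence both relative to DMSO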
PAX8 inh HTS = inhibitors of PAX8 transcriptional activity in RMG-I cells; inhibition, % at 12.6 µM; AID 652154; RMG-I TPO-luciferase reporter, SteadyGlo, 24 h; actives 1.2% (n = 360,000);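 active = mean replicate inhibition at least 60% with every replicate also reaching 60%; inconclusive = only one of the two criteria is met; inactive = mean below 60% and not all replicates reaching 60%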;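 note: luciferase light reporting Pax8 driven TPO promoter activity; plate controls were median of neutral control wells for no effect and mitoxantrone controls for full effect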
DENV2 CPE = DENV2-induced cell death inhibition; AID 651640; actives 1.7% (n = 350,000); CPE inhibition, % at 9.99 µM; DENV2-infected cells, cytopathic effect rescue, plate reader; in the data active = CPE inhibition above about 20%, passing the limit was not always enough; inconclusive = no clear call, values can overlap the other calls; tested in BHK-21 cells;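 note: 0% = median of neutral control wells and 100% = median of positive control wells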
Casp6 inh = inhibitors of human caspase-6; P55212; purified caspase-6, Z-VEID-R110 cleavage fluorescence; inhibition, % at 12.5 µM; actives 0.53% (n = 350,000); AID 686996;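 active = mean inhibition across replicates at least about 35%, with every replicate also reaching that limit, limit read from the data; inconclusive = only one of the two criteria met; inactive = neither criterion met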;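 note: 0% = median of neutral control wells and 100% = no fluorescence left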
Target sequence (P55212 24-179 limits assumed): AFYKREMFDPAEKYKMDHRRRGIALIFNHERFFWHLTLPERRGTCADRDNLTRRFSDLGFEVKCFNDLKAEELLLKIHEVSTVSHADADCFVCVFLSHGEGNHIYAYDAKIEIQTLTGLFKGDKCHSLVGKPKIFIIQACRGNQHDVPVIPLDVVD
Target sequence (P55212 194-293 limits assumed): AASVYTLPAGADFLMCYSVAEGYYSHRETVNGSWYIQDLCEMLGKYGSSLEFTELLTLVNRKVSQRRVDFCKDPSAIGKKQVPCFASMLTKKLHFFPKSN
LGR2 antag = Drosophila LGR2 receptor signaling inhibition; HEK293 LGR2, CRE-luciferase, bursicon-stimulated, 4 h; inhibition, % at 9.99 µM; actives 0.35% (n = 380,000);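 active = drop in luminescence signal, shown as inhibition above about 50% in the replicate tests, limit read from the data, passing the limit was not always enough; inconclusive = probably only some replicates passing the limit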;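 note: agonist challenge used bursicon conditioned medium at about half maximal strength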
SIRT5 block = sirtuin-5 (human) deacylase inhibition; Purified SirT5, succinyl-peptide AMC, trypsin-coupled fluorescence; Q9NXA8; actives 1.1% (n = 330,000); inhibition, % at 15 µM; in the data active = inhibition above about 15%; inconclusive = no clear call, values can overlap the other calls
Target sequence (Q9NXA8 whole entry, looked up): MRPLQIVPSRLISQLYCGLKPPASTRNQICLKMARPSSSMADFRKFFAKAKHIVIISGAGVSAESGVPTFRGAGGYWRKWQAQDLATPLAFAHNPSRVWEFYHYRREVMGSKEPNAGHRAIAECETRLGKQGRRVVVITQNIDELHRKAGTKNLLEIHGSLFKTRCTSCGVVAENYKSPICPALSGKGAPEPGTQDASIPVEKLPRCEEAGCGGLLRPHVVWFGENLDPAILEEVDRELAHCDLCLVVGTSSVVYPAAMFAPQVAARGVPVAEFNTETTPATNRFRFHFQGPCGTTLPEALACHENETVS
ARNT TACC3 PPI = ARNT/TACC3 interaction disruption | AID 623870 | AlphaScreen His-ARNT PAS-B/GST-TACC3 binding, luminescence; TACC3 fragment carries E629A point mutation | actives 0.66% (n = 390,000) | inhibition, % at 9.99 µM;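 active = mean inhibition of replicates at least 50% and at least half of replicates each reaching 50%; inconclusive = half or more replicates reach 50% but mean below 50%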;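 note: 0% = complete ARNT plus TACC3 wells and 100% = ARNT alone without TACC3; many hits fall short of the cut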
Numbers without * were called inactive; ? = inconclusive; · = no result given; & = joins results of further samples.

Screens by letter – A = EWS-Fli block; B = PAX8 inh HTS; C = DENV2 CPE; D = Casp6 inh; E = LGR2 antag; F = SIRT5 block; G = ARNT TACC3 PPI
#1 Cc1ccc(SCC(=O)NC2CC2)cc1
  A: · | B: 3.1 | C: -5.5 | D: -1.4 | E: 1.2 | F: -1.9 | G: -4.7

#2 Cc1ccc(SCc2cc(=O)[nH]c(/N=C(\N)Nc3ccccc3Sc3ccccc3)n2)cc1
  A: · | B: -13.5 | C: · | D: · | E: 12.7 | F: · | G: 2.6

#3 O=C(NCCS(=O)(=O)N1CCN(c2ccccc2)CC1)c1cccs1
  A: 11.6 | B: 3.7 | C: -5.8 | D: 0.5 | E: -0.6 | F: 7.3 | G: 16.0

#4 Cc1noc(C)c1NC(=O)Nc1ccc2c(c1)CC(=O)N([C@H](C)CO)C[C@@H](C)[C@@H](CN(C)S(=O)(=O)c1ccccc1)O2
  A: -3.0 | B: -24.9 | C: -11.7 | D: -0.4 | E: 8.6 | F: 4.2 | G: ·

#5 COc1ccc(NC(=O)CC(c2ccco2)C(C)C)cc1 (stereo unspecified)
  A: -8.9 | B: -12.2 | C: 5.2 | D: -1.9 | E: 7.7 | F: 0.8 | G: 0.4

#6 Cc1ccc(NC(=O)c2cc(C)nc3ccccc23)cc1
  A: -10.0 | B: 28.9 | C: 6.1 | D: -0.3 | E: 2.7 | F: -3.4 | G: 3.9

#7 CC(C)(C)c1ccc(S(=O)(=O)N2CCN(C(=O)c3ccc4c(c3)C(=O)N(Cc3ccncc3)C4=O)CC2)cc1
  A: -0.6 | B: -8.7 | C: 0.3 | D: 2.2 | E: -1.4 | F: -5.6 | G: ·

#8 CC(C)c1ccc(NC(=O)CN2C(=O)NC3(CCCCCCC3)C2=O)cc1
  A: -2.0 | B: -4.6 | C: -5.4 | D: 2.9 | E: 4.2 | F: 4.0 | G: -1.4

#9 COC(=O)[C@H](NC(=O)c1cc(-c2ccccc2)nc2ccccc12)c1ccccc1
  A: 6.7 | B: 3.4 | C: 5.3 | D: 3.7 | E: 10.8 | F: -3.7 | G: 0.2

#10 O=C(O)c1cccc(Nc2ncnc3ccccc23)c1
  A: 7.1 | B: · | C: -0.3 | D: 5.6 | E: 12.7 | F: -1.5 | G: 11.7

#11 COC1c2ccccc2C(=O)N1Cc1ccc(F)cc1 (stereo unspecified)
  A: 4.9 | B: 32.2 | C: ? | D: -2.9 | E: 2.7 | F: -5.5 | G: -5.2

#12 Fc1ccc(-c2nc3ccc(Br)cn3c2Cc2ccccc2C(F)(F)F)cc1
  A: -91.5 | B: -130.4 | C: 5.0 | D: 5.0 | E: -45.4 | F: -1.3 | G: ·

#13 CCc1cc2c(SCc3nc4sc(C(C)=O)c(C)c4c(=O)[nH]3)ncnc2s1
  A: 11.6 | B: -15.4 | C: 9.5 | D: 0.5 | E: 3.7 | F: -4.0 | G: -2.7

#14 O=C(C[C@@H]1C[C@@H]2c3cc(NC(=O)C4CCOCC4)ccc3O[C@@H]2[C@@H](CO)O1)NCc1cccnc1
  A: 2.4 | B: 2.2 | C: -5.4 | D: -0.2 | E: 9.0 | F: 1.6 | G: -8.1

#15 O=C(c1cc(F)cc2c1OCOC2)N1CCN(c2ccc(F)cc2)CC1
  A: 12.9 | B: 8.8 | C: 8.5 | D: 5.6 | E: · | F: 0.0 | G: -2.4

#16 O=S(OCCN1CCCC1)C(c1ccccc1)c1ccccc1 (stereo unspecified)
  A: 8.7 | B: 23.5 | C: -7.1 | D: -0.7 | E: 2.4 | F: -0.1 | G: 2.8

#17 COc1ccc(C2=Cc3ccc(OC(C)=O)cc3OC2)cc1
  A: -28.9 | B: -153.3 | C: 3.1 | D: -2.6 | E: -92.6 | F: 0.4 | G: 0.0

#18 CC(CNC1CCCCC1)OC(=O)c1ccccc1 (stereo unspecified)
  A: -6.3 | B: -13.8 | C: 2.3 | D: · | E: 21.6 | F: -0.8 | G: -1.7

#19 COc1cc(C(Nc2ccc(S(=O)(=O)N3CCC(C)CC3)cc2)C(=O)NCC2CCCO2)cc(OC)c1OC (stereo unspecified)
  A: · | B: 5.5 | C: · | D: · | E: -6.8 | F: · | G: -3.7

#20 NC(=O)CC(NC(=O)Cc1cccc2ccccc12)c1ccc(NC2CCC2)c([N+](=O)[O-])c1 (stereo unspecified)
  A: -3.9 | B: 9.5 | C: -3.5 | D: 1.5 | E: 4.7 | F: · | G: 1.4

#21 CC(C)=CCN1CCN(Cc2cccc3nccnc23)CC1CCO (stereo unspecified)
  A: 1.6 | B: -22.3 | C: -4.0 | D: 3.5 | E: 3.3 | F: -1.6 | G: -1.7

#22 O=C(C1=C[C@H](c2coc3ccccc3c2=O)C[C@H](OCc2ccc(CO)cc2)O1)N1CCCCCCC1
  A: 17.1 | B: -17.9 | C: 12.3 | D: 1.9 | E: · | F: 1.0 | G: 2.8

#23 COc1cc2ccc(-c3ccc4ccccc4n3)cc2cc1OC
  A: -74.3 | B: -218.9 | C: -1.4 | D: -0.7 | E: -129.1 | F: -6.0 | G: ·

#24 CC(C)CCC1=NN(C(=O)c2ccco2)C(O)(C(F)(F)F)C1 (stereo unspecified)
  A: -8.3 | B: -8.2 | C: 9.8 | D: -0.2 | E: -0.6 | F: -0.3 | G: ·

#25 O=C(c1ccccc1)N1CCN(c2ccc([N+](=O)[O-])c(N3CCOCC3)c2)CC1
  A: 7.7 | B: -16.2 | C: 7.0 | D: 4.4 | E: -8.4 | F: 2.3 | G: -11.2

Arranged by number of heavy atoms (high to low): part of the list above
Screens by letter – A = EWS-Fli block; B = PAX8 inh HTS; C = DENV2 CPE; D = Casp6 inh; E = LGR2 antag; F = SIRT5 block; G = ARNT TACC3 PPI
#4 Cc1noc(C)c1NC(=O)Nc1ccc2c(c1)CC(=O)N([C@H](C)CO)C[C@@H](C)[C@@H](CN(C)S(=O)(=O)c1ccccc1)O2
  A: -3.0 | B: -24.9 | C: -11.7 | D: -0.4 | E: 8.6 | F: 4.2 | G: ·

#7 CC(C)(C)c1ccc(S(=O)(=O)N2CCN(C(=O)c3ccc4c(c3)C(=O)N(Cc3ccncc3)C4=O)CC2)cc1
  A: -0.6 | B: -8.7 | C: 0.3 | D: 2.2 | E: -1.4 | F: -5.6 | G: ·

#2 Cc1ccc(SCc2cc(=O)[nH]c(/N=C(\N)Nc3ccccc3Sc3ccccc3)n2)cc1
  A: · | B: -13.5 | C: · | D: · | E: 12.7 | F: · | G: 2.6

#25 O=C(c1ccccc1)N1CCN(c2ccc([N+](=O)[O-])c(N3CCOCC3)c2)CC1
  A: 7.7 | B: -16.2 | C: 7.0 | D: 4.4 | E: -8.4 | F: 2.3 | G: -11.2

#12 Fc1ccc(-c2nc3ccc(Br)cn3c2Cc2ccccc2C(F)(F)F)cc1
  A: -91.5 | B: -130.4 | C: 5.0 | D: 5.0 | E: -45.4 | F: -1.3 | G: ·

#15 O=C(c1cc(F)cc2c1OCOC2)N1CCN(c2ccc(F)cc2)CC1
  A: 12.9 | B: 8.8 | C: 8.5 | D: 5.6 | E: · | F: 0.0 | G: -2.4

#17 COc1ccc(C2=Cc3ccc(OC(C)=O)cc3OC2)cc1
  A: -28.9 | B: -153.3 | C: 3.1 | D: -2.6 | E: -92.6 | F: 0.4 | G: 0.0

#5 COc1ccc(NC(=O)CC(c2ccco2)C(C)C)cc1 (stereo unspecified)
  A: -8.9 | B: -12.2 | C: 5.2 | D: -1.9 | E: 7.7 | F: 0.8 | G: 0.4

#10 O=C(O)c1cccc(Nc2ncnc3ccccc23)c1
  A: 7.1 | B: · | C: -0.3 | D: 5.6 | E: 12.7 | F: -1.5 | G: 11.7

#1 Cc1ccc(SCC(=O)NC2CC2)cc1
  A: · | B: 3.1 | C: -5.5 | D: -1.4 | E: 1.2 | F: -1.9 | G: -4.7

Next section.
Screens by letter – A = EWS-Fli block; B = PAX8 inh HTS; C = DENV2 CPE; D = Casp6 inh; E = LGR2 antag; F = SIRT5 block; G = ARNT TACC3 PPI
#26 CSCCC(NS(=O)(=O)c1ccc2c(c1)oc(=O)n2C)C(=O)NC1CCCCC1 (stereo unspecified)
  A: 2.0 | B: 13.5 | C: ? | D: 0.7 | E: 7.3 | F: -0.9 | G: -15.4

#27 C=C(C)Cn1c(N2CCN(c3ccc(OC)cc3)CC2)nc2c1c(=O)n(C)c(=O)n2C
  A: -2.9 | B: 20.9 | C: -0.9 | D: 2.6 | E: -7.3 | F: 29.3* | G: 4.7

#28 C[C@@H]1CN([C@H](C)CO)C(=O)c2cc(NC(=O)Nc3ccccc3)ccc2O[C@@H](C)CCCCO[C@H]1CN(C)S(C)(=O)=O
  A: 0.9&-3.2 | B: -22.8&22.7 | C: -1.6&-14.6 | D: 4.0&0.2 | E: 5.1&-7.3 | F: -1.8&5.9 | G: 1.2

#29 Cc1nn(C)cc1C(C(=O)NC1CCCCC1)N(Cc1ccccc1Cl)C(=O)c1cnccn1 (stereo unspecified)
  A: -26.3 | B: 4.3 | C: 3.9 | D: 1.8 | E: -27.6 | F: -1.0 | G: -8.1

#30 CC1CC(C)CN(C(=O)COC(=O)c2nn(C)c(=O)c3ccccc23)C1 (stereo unspecified)
  A: -5.2 | B: -14.5 | C: -1.0 | D: 1.8 | E: 13.9 | F: -4.6 | G: 1.2
